Screening results from PubChem BioAssay.
ABHD5-PLIN5 inh = ABHD5-PLIN5 protein interaction inhibition; Q00G26+Q8WTS1; Split G. princeps luciferase complementation, luminescence, 4 h; inhibition, % at 4 µM; actives 0.78% (n = 360,000);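 active = inhibition above the mean inhibition across every tested compound plus 3 SD, cut at about 22% in these data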;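 also: 0% = DMSO only wells and the 100% control is not disclosed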
Target sequence (Q00G26 whole entry, looked up): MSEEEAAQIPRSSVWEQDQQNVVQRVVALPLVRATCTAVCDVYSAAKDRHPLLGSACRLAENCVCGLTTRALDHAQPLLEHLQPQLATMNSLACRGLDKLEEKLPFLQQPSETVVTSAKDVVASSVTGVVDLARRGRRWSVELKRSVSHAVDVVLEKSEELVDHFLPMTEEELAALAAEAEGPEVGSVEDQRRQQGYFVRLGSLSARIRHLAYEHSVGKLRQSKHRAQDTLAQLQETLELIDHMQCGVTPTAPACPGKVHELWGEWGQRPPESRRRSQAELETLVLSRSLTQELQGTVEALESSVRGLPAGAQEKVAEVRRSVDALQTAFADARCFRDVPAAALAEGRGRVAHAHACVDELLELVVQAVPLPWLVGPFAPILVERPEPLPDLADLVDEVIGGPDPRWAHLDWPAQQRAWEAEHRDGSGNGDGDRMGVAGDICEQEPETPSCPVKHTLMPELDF
Target sequence (Q8WTS1 whole entry, looked up): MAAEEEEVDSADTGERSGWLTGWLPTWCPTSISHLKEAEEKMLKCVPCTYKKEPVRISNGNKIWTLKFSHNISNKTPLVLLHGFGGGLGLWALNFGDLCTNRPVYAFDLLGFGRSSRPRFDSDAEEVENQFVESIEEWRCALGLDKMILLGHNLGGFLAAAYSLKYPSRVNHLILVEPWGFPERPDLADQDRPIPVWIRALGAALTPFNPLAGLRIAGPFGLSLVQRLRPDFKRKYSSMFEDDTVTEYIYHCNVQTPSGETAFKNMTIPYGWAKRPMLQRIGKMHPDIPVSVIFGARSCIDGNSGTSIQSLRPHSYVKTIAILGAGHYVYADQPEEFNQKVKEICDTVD
aDG glyco up = increases alpha dystroglycan glycosylation; Pro5-aDG cells, alpha-DG glycosylation AlphaScreen (IIH6); 0% Pro5, 100% B10-LARGE cell signal; activation, % at 10 µM; actives 0.22% (n = 360,000); AID 624168;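 active = activation of at least 8% versus controls, or a plate z-score of at least 8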;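 also: Pro5 are CHO cells carrying HIG-tagged alpha-DG that lacks glycosylation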
MC4R ag barr = agonists of human melanocortin 4 receptor (MC4R) beta-arrestin; actives 0.98% (n = 360,000); U2OS MC4R beta-arrestin complementation, luminescence; percent of melanotan II response, DMSO zero; P32245; activation, % at 8.9 µM; AID 540308;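 active = activation above a per-plate cutoff, the mean activation of sample wells on that plate plus 3 SD, cut at about 8% in these data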
MC4R antag cAMP = human MC4R antagonism in cAMP assay; P32245; MC4R-expressing cells, MTII-stimulated cAMP, LANCE TR-FRET; inhibition, % at 6.5 µM; actives 0.48% (n = 360,000); AID 540295;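 active = inhibition above its plate's cutoff, the mean of tested wells on that plate plus 3 SD, cut at about 29% in these data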;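 also: 0% = Melanotan II alone and 100% = Melanotan II plus saturating MCL0020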
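Assay system: U2OS cells stably expressing human melanocortin 4 receptor (MC4R) / Dosing: 6.5 µM / Timing: compound 30 min, challenge 1 h, detection 1 h / Measured by: Eu-cAMP/anti-cAMP TR-FRET, emission 671 nm / Replicates: singlicate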
iPSC survival up = increases survival of single human iPS cells; hiPSC single-cell survival, ATPlite luminescence; 100% = ROCK inhibitor wells, 0% = DMSO; survival enhancement, % at 20 µM; actives 0.044% (n = 360,000); in the data active = survival enhancement above about 18%;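 also: cells exposed to compounds for 16 hours before the ATP read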
HTR2A ag = agonists of mouse serotonin 5-HT2A receptor (HTR2A); P35363; CHO-K1 mHTR2A beta-arrestin complementation, luminescence; percent of 30 µM serotonin response; activation, % at 7.6 µM; actives 0.66% (n = 360,000); AID 624169;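 active = activation above a run cutoff, the mean activation of all tested compounds plus 3 SD, cut at about 14% in these data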;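 also: 0% = plate median of compound wells and 100% = 30 µM serotonin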
Cardio protect = protects H9c2 cardiomyocytes from peroxide injury | H2O2 injury protection, ATPLite, 2 h | protection from H2O2 cell death, % at 20 µM | actives 0.63% (n = 360,000);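 active = compounds giving at least 50% protection of heart cells from peroxide-induced death in the single-dose screen, raw or plate-pattern-corrected value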;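 also: 0% = DMSO wells with peroxide and 100% = DMSO wells without peroxide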
ABCB6 inh MLPCN = blocks the human ABCB6 transporter | Q9NP58 | K562-ABCB6 porphyrin accumulation, flow cytometry, 1 h; active compounds read low | fluorescence ratio to DMSO, % at 10 µM | actives 0.19% (n = 360,000);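 active = fluorescence ratio to DMSO below 75%, the collection mean minus 3 SD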;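 also: signal is porphyrin accumulated inside mitochondria; 100% equals median channel fluorescence of DMSO control wells; lower ratio means ABCB6 inhibition with less porphyrin fluorescence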
Exocytosis inh = lytic granule exocytosis inhibition | TALL-104 LAMP-1 surface exposure, flow cytometry; cells stimulated with thapsigargin and PMA | inhibition, % at 10 µM | actives 0.66% (n = 360,000);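 active = inhibition above about 55%, limit read from the data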
N-glyco inh = N-linked glycosylation inhibition; D54 ERlucT glycosylation luciferase reporter, 24 h; percent of 100 nM tunicamycin response; actives 0.23% (n = 360,000); AID 588692; reporter increase, % at 12.5 µM;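 active = mean luciferase reporter signal, scaled so untreated is 0 and the glycosylation-blocking control 100, at or above a set limit in every replicate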;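 also: luciferase carries N-glycosylation sites so blocking glycosylation raises the light; 0% = median of neutral control wells and 100% = median of 100 nM tunicamycin wells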
An asterisk follows results filed as active; nt = no result given.

Start of the data: the first two entries as a preview:
SMILES | ABHD5-PLIN5 inh | aDG glyco up | MC4R ag barr | MC4R antag cAMP | iPSC survival up | HTR2A ag | Cardio protect | ABCB6 inh MLPCN | Exocytosis inh | N-glyco inh
COc1cccc(CN2CCN(Cc3ccc4c(NC(C)=O)cccc4n3)CC2CCO)c1 (stereo not drawn) | 1 | -0.1 | -1.4 | 3 | 0.1 | 0 | 3 | 96 | -6 | 3
COc1ccc(/C=N/NC(=O)c2cc(OC)c(OC)c(OC)c2)cc1CN1CCc2cc(OC)c(OC)cc2C1C (stereo not drawn) | 4 | -0.2 | -0.1 | 9 | -0.3 | -4 | 66* | 101 | -3 | 16

The whole of this part, previewed entries included:
SMILES | ABHD5-PLIN5 inh | aDG glyco up | MC4R ag barr | MC4R antag cAMP | iPSC survival up | HTR2A ag | Cardio protect | ABCB6 inh MLPCN | Exocytosis inh | N-glyco inh
COc1cccc(CN2CCN(Cc3ccc4c(NC(C)=O)cccc4n3)CC2CCO)c1 (stereo not drawn) | 1 | -0.1 | -1.4 | 3 | 0.1 | 0 | 3 | 96 | -6 | 3
COc1ccc(/C=N/NC(=O)c2cc(OC)c(OC)c(OC)c2)cc1CN1CCc2cc(OC)c(OC)cc2C1C (stereo not drawn) | 4 | -0.2 | -0.1 | 9 | -0.3 | -4 | 66* | 101 | -3 | 16
Cc1c(C(=O)OCC(=O)NCCN2C(=O)CSC2=O)cccc1[N+](=O)[O-] | 3 | 0.3 | -1.5 | 5 | 0.6 | -4 | 4 | 101 | 10 | -1
COc1ccccc1NC(=O)CN1CCN(CC(=O)Nc2ccccc2F)CC1 | 2 | 1.6 | -2.9 | 9 | 0.0 | -4 | 9 | 89 | -1 | -2
O=C(CCSc1ccccc1)Nc1ncccn1 | 2 | -0.3 | 1.2 | 18 | -0.3 | -3 | 8 | 100 | -2 | 2
COc1ccc(-c2nc3ccccc3c(=O)n2CCOc2ccc(C)cc2C)cc1 | -2 | -0.1 | 0.6 | 14 | 3.4 | 4 | -5 | 97 | 5 | 1
CCOc1c(Cl)cc(CNCc2ccncc2)cc1OC | 2 | 0.3 | 0.2 | -7 | 0.1 | -3 | -8 | 98 | 0 | 2
CNS(=O)(=O)c1cccc(C(=O)OCC(=O)N2CCCC2)c1 | 4 | -0.1 | 1.2 | 4 | -0.5 | 5 | -1 | 93 | 0 | 1
O=C(Nc1ccc(Cl)cc1)P(=O)(O)c1ccccc1 | -3 | 0.2 | 1.2 | -2 | -2.4 | -5 | -1 | 99 | 0 | 0
CC(=O)Nc1ccc(C(=O)COC(=O)c2c(C)noc2C)c(F)c1 | -5 | -0.1 | -1.2 | -1 | -0.4 | 11 | -4 | 94 | 1 | 1
O=C(Nc1cccnc1)C1Cc2c(-c3ccc4c(c3)OCO4)ccnc2O1 (stereo not drawn) | -5 | 0.3 | -0.2 | 1 | -1.2 | 5 | -8 | 101 | -1 | -2
COc1cccc(NC(=O)Nc2ccc(C(C)(C)C)cc2)c1 | -7 | 1.4 | 2.0 | 17 | -1.1 | -3 | -14 | 94 | 4 | -3
COc1ccc(S(=O)(=O)n2nc(OC(=O)c3ccco3)cc2N)cc1 | 0 | -0.1 | -3.8 | 8 | -0.7 | 8 | 18 | 103 | 0 | 1
Nc1ccc(Nc2nc(-c3cc4ccccc4oc3=O)cs2)cc1 | 8 | -0.1 | -1.3 | 8 | 0.1 | 3 | 4 | 92 | -2 | -6
NNC(=O)c1cc2ccccc2[nH]1 | 6 | -0.2 | 1.7 | -20 | -0.5 | 3 | -2 | 88 | 6 | 0
Cc1cc(C)n(CCCNC(=O)COc2ccc([N+](=O)[O-])cc2)n1 | 4 | 0.1 | -0.1 | 5 | -0.5 | 2 | 11 | 99 | -2 | 3
O=C(CCOc1ccccc1)N1CCCC(Nc2ccccc2)C1 (stereo not drawn) | 1 | 0.1 | -1.7 | 6 | -1.9 | -4 | 0 | 106 | 5 | 1
O=C(O)c1ccccc1S(=O)(=O)Cc1ccccc1 | 0 | -0.1 | -0.6 | -5 | 0.6 | 3 | 12 | 102 | 3 | 4
S=c1nc(C23CC4CC(CC(C4)C2)C3)[nH][nH]1 | -7 | -0.1 | -0.3 | 5 | -0.4 | 13 | 1 | 100 | -2 | 2
Cc1cccc(-c2noc(CCC(=O)NCC3CCCO3)n2)c1 (stereo not drawn) | -2 | -0.2 | -0.5 | 0 | -1.9 | 2 | 3 | 99 | 2 | 0
OCC1CCCN(c2nc(CN3CCCCC3)nc3scc(-c4ccccc4)c23)C1 (stereo not drawn) | 1 | 1.0 | -1.2 | -1 | -1.2 | 0 | 12 | 83 | -3 | 0
CCCCOc1ccc(C(=O)NCCCC(=O)N2CCCCC2)cc1 | 8 | 0.0 | 1.0 | 9 | -1.0 | 5 | -4 | 96 | -3 | -2
Clc1cccc(Cc2c(-c3cccc(Cl)c3)nc3c4ccccc4ccn23)c1 | 2 | 1.0 | nt | nt | 0.1 | -3 | nt | 90 | -5 | nt
CN(C(=O)COC(=O)CNC(=O)c1ccc(C(C)(C)C)cc1)c1c(N)n(Cc2ccccc2)c(=O)[nH]c1=O | 6 | 0.1 | -3.6 | -4 | -0.6 | 14 | 10 | 99 | -2 | 1
COc1ccc(NC(=O)NC2(C(=O)N3CCN4CCCC4C3)CCCCC2)cc1 (stereo not drawn) | 3 | 0.0 | -0.6 | -5 | -0.5 | 3 | -2 | 95 | -6 | -2
CCN(CC)c1nc(Nc2ccccc2)nc(Oc2ccc(=O)n(C)n2)n1 | 3 | 0.4 | -1.7 | 10 | -2.0 | -3 | 13 | 101 | -7 | 0
CC(C)(C)C(=O)c1c(N)[nH]c(C(=O)c2ccccc2)c1-c1ccccc1Br | 0 | 0.1 | nt | nt | 0.4 | -1 | nt | 132 | 3 | nt
CCc1c(N)nc(N)nc1Nc1ccccc1C | -5 | 0.5 | -1.6 | 1 | 1.0 | 1 | -6 | 99 | -8 | -1
O=c1[nH]c2ccc(S(=O)(=O)N3CCCCC3)cc2s1 | -6 | -0.3 | 0.7 | 7 | 1.0 | 1 | 1 | 96 | 1 | 1
NC(=S)Nc1ncc(C(F)(F)F)cc1Cl | -8 | 0.3 | 0.5 | -2 | 1.6 | -1 | 8 | 97 | -2 | 2
CCOc1ccccc1NC(=S)N(CCC(C)C)C1CCN(C(C)=O)CC1 | -2 | 0.4 | -1.4 | 2 | 0.3 | 2 | 10 | 98 | 0 | 2
CCCc1c(O)c2ccccc2[nH]c1=O | -2 | -0.1 | -2.5 | 3 | -1.1 | -3 | -2 | 102 | -2 | 3
COc1ccc(Cn2c(CO)cnc2SCC(=O)Nc2cccc(NC(C)=O)c2)cc1 | 7 | -0.4 | 1.0 | -6 | 0.4 | 5 | 8 | 94 | -4 | -1
O=C(N/N=C/c1ccccn1)c1ccncc1 | 0 | 0.1 | -2.2 | -1 | -0.4 | -6 | 19 | 100 | -7 | -1
CCOc1ccc2oc(C(=O)OCC(=O)N3CC(C)OC(C)C3)c(C)c2c1 (stereo not drawn) | 1 | 0.9 | -1.7 | 6 | 3.4 | 0 | -11 | 102 | -2 | 0
Cc1cc(NC(=O)CSc2nccn2-c2ccc(F)cc2)no1 | -7 | 0.5 | -0.1 | 12 | -0.3 | -1 | 2 | 102 | -1 | -1
COc1cccc(C(=O)Nc2cccc3cccnc23)c1OC | 1 | -0.1 | -1.9 | 4 | -0.2 | -3 | 2 | 92 | -14 | 0
Cc1ccc(-n2c(SCC(=O)N(C)C3CCS(=O)(=O)C3)nc3ccccc3c2=O)cc1 (stereo not drawn) | 2 | -0.3 | -2.2 | 15 | -1.8 | 6 | 10 | 102 | 6 | -3
CCOc1ccc(-c2ccc(SC)nn2)cc1 | -5 | -0.4 | -1.5 | -1 | -1.0 | 2 | -35 | 97 | -2 | -22
CSc1nc2nc(C(F)(F)F)cc(-c3ccccc3)n2n1 | -5 | -0.4 | 0.6 | 0 | -1.8 | 0 | 12 | 90 | 0 | -1
Cc1ccc(NC(=O)Nc2ccc(Cl)c(Cl)c2)nc1 | 4 | -0.1 | 2.5 | 2 | 0.2 | 5 | 0 | 101 | -13 | -5
CC(C)c1cc(C(=O)N/N=C/c2ccoc2)c(O)c(C(C)C)c1 | -1 | 0.2 | 2.0 | 8 | -0.4 | -6 | 8 | 102 | 3 | 2
CCN1CCN(C(=O)C(N)Cc2ccccc2)CC1 (stereo not drawn) | -1 | -0.4 | -1.7 | 23 | 0.1 | -1 | 12 | 93 | 5 | 0
Cc1noc(NS(=O)(=O)c2ccc(NC(=O)c3ccc(F)cc3)cc2)c1C | 2 | 0.2 | -0.2 | 3 | -2.2 | -5 | 1 | 102 | -5 | 2
Cc1nn2c(nc(N3CCOCC3)c3ccccc32)c1C=C(C#N)C#N | 4 | -0.3 | -0.3 | -13 | -2.1 | 1 | 0 | 98 | -6 | 6
COc1ccc(CCNC(=O)CCn2c(=O)[nH]c3cc(OC)c(OC)cc3c2=O)cc1OC | -2 | -0.2 | -1.7 | 0 | -1.9 | -4 | 3 | 105 | -1 | nt
CCN(CC(=O)Nc1ccc(NC(C)=O)cc1)C(=O)c1cc(-c2ccccc2Cl)nc2ccccc12 | 9 | -0.7 | 0.3 | 17 | -0.9 | 7 | 25 | 98 | 5 | 1
O=C(CSc1nc(C2CC2)nc2ccccc12)Nc1ccccc1 | -8 | 0.2 | 5.0 | 2 | -0.3 | 3 | -7 | 97 | 78* | -4
CC1CC(C)CN(C(=O)CSc2nnc(-c3ccc(Cl)s3)o2)C1 (stereo not drawn) | -8 | -0.2 | 0.0 | -2 | -1.4 | 10 | -18 | 99 | -2 | -2
Cc1cc(C)n(-c2ccc(C(=O)Nc3ccc(S(=O)(=O)N(C)C)cc3)cc2)n1 | 3 | -0.1 | 0.5 | 18 | -1.6 | -1 | 8 | 98 | 9 | -5
CCOc1ccc(NC(=O)CN(C)C(=O)c2cc([N+](=O)[O-])ccc2Sc2ccccc2)cc1OCC | -12 | -0.4 | -1.8 | 17 | 0.6 | -1 | 5 | 103 | 0 | 0
O=c1[nH]cnc2c1oc1ccccc12 | 7 | 0.0 | 2.0 | 8 | -0.4 | 1 | 4 | 100 | -3 | 1
CCOC(=O)COc1ccc(C2CC(C)=NN2c2ccccc2)cc1 (stereo not drawn) | -10 | 0.4 | 1.6 | 6 | 1.0 | 1 | -2 | 97 | -4 | 3
Cc1cccc(C)c1NC(=O)C1(C)c2cccc[n+]2CC(=O)N1Cc1cccs1 (stereo not drawn) | -8 | -0.1 | -1.2 | -4 | 1.1 | -1 | -2 | 106 | -1 | -2
Nc1nc(SCc2nnc(SCC(=O)O)n2-c2ccccc2)nc2sc3c(c12)CCCC3 | 10 | -0.1 | -1.0 | -3 | 3.5 | 2 | 3 | 99 | -2 | 0
O=C1C2C3C=CC(C3=C(c3ccccc3)c3ccccc3)C2C(=O)N1CCO (stereo not drawn) | 9 | -0.1 | 5.3 | 0 | -1.1 | 3 | 14 | 100 | -2 | -4
